# Source: PubChem BioAssay
# D2 potentiator: positive allosteric modulators of human D2 dopamine receptor; P14416; HEK293 T-REx D2, calcium flux, EC20 dopamine potentiation; potentiation, % at 10 µM; 340,000 tested, 0.34% active; AID 485347;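 active means potentiation over 3 SD above the plate norm, cut at about 30% in these data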; further: 0% is about no effect
# Target sequence (P14416 whole entry, looked up): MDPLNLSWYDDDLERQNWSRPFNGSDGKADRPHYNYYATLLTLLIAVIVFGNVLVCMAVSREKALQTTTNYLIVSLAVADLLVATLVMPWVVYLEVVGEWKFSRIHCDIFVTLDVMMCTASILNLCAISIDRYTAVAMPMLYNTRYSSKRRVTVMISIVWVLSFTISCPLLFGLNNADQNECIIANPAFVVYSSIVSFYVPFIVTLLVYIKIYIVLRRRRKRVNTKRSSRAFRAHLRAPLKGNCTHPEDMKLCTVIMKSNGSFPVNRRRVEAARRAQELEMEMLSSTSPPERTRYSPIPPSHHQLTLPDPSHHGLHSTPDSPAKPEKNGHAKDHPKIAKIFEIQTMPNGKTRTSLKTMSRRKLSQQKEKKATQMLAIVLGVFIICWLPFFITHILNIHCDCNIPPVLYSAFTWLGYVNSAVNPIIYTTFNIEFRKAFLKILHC
#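 Cells plated with tetracycline inducer and held overnight at 30 C; calcium dye loaded 30–90 min at room temperature; baseline taken, compound added and read 180 s; EC20 dopamine then added and read 180 s.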
# D1 ag: activates the human D1 dopamine receptor; AID 504660; HEK293 T-REx D1 cells, calcium flux, agonist mode; 360,000 tested, 1% active; P21728; activation, % at 2 µM; in the data active means activation above about 30%; further: 0% is about no effect
# Target sequence (P21728 whole entry, looked up): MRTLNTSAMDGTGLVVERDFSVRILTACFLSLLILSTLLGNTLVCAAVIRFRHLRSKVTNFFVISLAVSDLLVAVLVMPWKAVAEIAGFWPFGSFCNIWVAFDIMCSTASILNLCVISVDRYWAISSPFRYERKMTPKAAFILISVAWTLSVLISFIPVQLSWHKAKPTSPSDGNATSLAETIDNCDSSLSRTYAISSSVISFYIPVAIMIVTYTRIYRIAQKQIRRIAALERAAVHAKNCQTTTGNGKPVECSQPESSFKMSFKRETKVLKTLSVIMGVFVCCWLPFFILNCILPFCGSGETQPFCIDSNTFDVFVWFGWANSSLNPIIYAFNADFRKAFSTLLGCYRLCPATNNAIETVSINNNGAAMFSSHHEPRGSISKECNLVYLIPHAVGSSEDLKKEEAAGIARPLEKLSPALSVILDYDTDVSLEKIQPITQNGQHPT
#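 Tetracycline-induced HEK293 TREx D1 cells, force-coupled to calcium signalling, were dye-loaded with a no-wash calcium kit. Compound was pin-added after a 10 s baseline. Fluorescence was read kinetically at 1 cycle/s for 180 s, with calcium rises flagged as agonism.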
# TRHR enhancer: TRH receptor (human) allosteric enhancement | P34981 | TRHR cells, fluo-8 calcium fluorescence, EC20 TRH enhancement | enhancement, % at 2 µM | 360,000 tested, 0.66% active; in the data active means enhancement above about 30%; further: 0% is about no effect
#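 Enhancer read-out: after compound pinning and an initial kinetic agonist-mode read, an EC20 of TRH (10 nM final) was injected and fluo-8 calcium signal (Ex 480/Em 530) followed at 1 s/cycle for 100 cycles in TRHR-expressing cells.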
# D1 potentiator: human D1 dopamine receptor positive modulation; P21728; HEK293 TREx D1 cells, calcium flux, dopamine EC20 potentiation; potentiation, % at 10 µM; 360,000 tested, 0.036% active; AID 504651; in the data active means potentiation above about 30%; further: 0% is about no effect
# RXFP1 antag: RXFP1 (human) relaxin receptor antagonism. Q9HBX9. HEK293-RXFP1, relaxin-stimulated cAMP HTRF, 30 min; active compounds read low. activity change, negative = inhibition, % at 57.5 µM. 350,000 tested, 0.59% active. AID 1259400;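 active means activity change of -60% or lower, but not beyond a set lower limit; inconclusive means change between -60% and -40%, or beyond the set limit; inactive means change above -40%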; further: on the % scale 0 is the no-effect control and ±100 the full control effect
# RXFP1 agonist: activates the human relaxin receptor RXFP1 | Q9HBX9 | HEK293T-RXFP1 cAMP TR-FRET, 30 min; response scale: percent of porcine relaxin response, buffer zero | Potency, µM (series often up to 57.5 µM), without a hit: at the highest dose activation, hits mostly activators | 370,000 tested, 0.3% active; active means well fitted activation curve with a large enough effect; inconclusive means small, poorly fitted or top-dose-only effect; further: potency means the concentration at half of the fitted maximal effect; on the % scale 0 is the no-effect control and ±100 the full control effect; nearly all actives have a fitted effect of over 60% in size; many of its hits are not listed in these tables
#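 cAMP rise read by TR-FRET after 30 min, 37C compound exposure (up to 58 uM) in RXFP1-transfected HEK293 cells with Ro 20174 present. EC50 from Hill-equation fits, with 29 nM porcine relaxin as 100% and buffer as basal.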
# D2 ag: agonists of human D2 dopamine receptor | P14416 | HEK293 T-REx D2 cells, calcium flux agonist mode | activation, % at 2 µM | 340,000 tested, 0.53% active | AID 485358;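 active means activation over 3 SD above normal in the single-dose calcium agonist read, cut at about 30% in these data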; further: 0% is about no effect
#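 In this primary screen, compounds producing a positive calcium signal within 180 s of addition to tetracycline-induced, force-coupled HEK293 Trex D2 cells are flagged; cells are dye-loaded with a no-wash calcium kit beforehand.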
# D2 antagonist: antagonists of human D2 dopamine receptor. P14416. HEK293 TREx D2 cells, calcium flux, dopamine EC80. inhibition, % at 10 µM. 340,000 tested, 2% active. AID 485344; in the data active means inhibition above about 30%; further: 0% is about no effect
#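 Measurement of antagonist activity uses fluorescent calcium dye in inducible HEK293 T-REx D2 cells: 10 s baseline, compound addition with 180 s read, EC80 dopamine addition with a further 180 s read.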
# D1 antag: antagonists of human D1 dopamine receptor; P21728; HEK293 TREx D1 cells, calcium flux, dopamine EC80; active compounds read low; activity change, negative = inhibition, % at 10 µM; 360,000 tested, 3.2% active; in the data active means activity change below about -30%; further: on the % scale 0 is the no-effect control and ±100 the full control effect
#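 Inducible Hek293 Trex D1 cells (tetracycline, overnight, 30 C). Calcium dye 30–90 min RT. Antagonist mode: EC80 dopamine added after 180 s compound read.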
# * marks the source's active call; other numbers are inactive results; ? = inconclusive; nt = no result given; & = joins results of further samples.
# The first 3 entries as a preview:
canonical_smiles	D2 antagonist	D1 potentiator	D2 ag	D1 ag	D1 antag	TRHR enhancer	D2 potentiator	RXFP1 antag	RXFP1 agonist
CCc1cnc2c(c1SCC(=O)NCc1ccccc1)c(=O)n(C)c(=O)n2C	nt	0	nt	-4	nt	1	nt	-4	2.8%
NC(=O)c1ccccc1NS(=O)(=O)c1ccccc1	21	-8	0.2	1	-2	6	4	1	0.4%
COc1ccccc1-c1ccc(NC2CCCCC2)nn1	-4	-5	1.3	-1	-8	-8	19	-6	0.6%

# All compounds of this part, from the first entry:
canonical_smiles	D2 antagonist	D1 potentiator	D2 ag	D1 ag	D1 antag	TRHR enhancer	D2 potentiator	RXFP1 antag	RXFP1 agonist
CCc1cnc2c(c1SCC(=O)NCc1ccccc1)c(=O)n(C)c(=O)n2C	nt	0	nt	-4	nt	1	nt	-4	2.8%
NC(=O)c1ccccc1NS(=O)(=O)c1ccccc1	21	-8	0.2	1	-2	6	4	1	0.4%
COc1ccccc1-c1ccc(NC2CCCCC2)nn1	-4	-5	1.3	-1	-8	-8	19	-6	0.6%
Cc1ccc(OCc2nnc(N)s2)cc1C	nt	7	nt	2	0	-6	3	0	8.3%
O=C1CCN(CCc2ccccc2)CCN1CCOc1ccccc1	nt	-7	nt	2	-23	1	nt	nt	-6.2%
O=C(O)c1cc2cc(Oc3ccccc3)ccc2[nH]1	11	-4	0.4	4	-9	-4	-7	-7	0.2%
Cc1cc(C(=O)N2CCCC2C(=O)O)c(C)o1 (configuration not stated)	1	0	0.8	1	0	2	-3	10	-0.9%
COc1ccc(CNC(=O)c2cccnc2Sc2ccc(Cl)cc2)cc1	-24	1	0.1	3	3	0	-5	-11	2.1%
Cc1[nH]c2ccccc2c1C(c1ccccn1)N1CCCC1 (configuration not stated)	12	-1	0.0	-1	-9	-1	-2	-5	0.0%
COc1ccc(CCC(=O)N2c3ccccc3CC2C)cc1 (configuration not stated)	-5	-1	1.5	5	-10	1	nt	9	-0.6%
CC(=O)NC(C)CCc1ccccc1 (configuration not stated)	-11	-1	0.5	4	17	-4	8	?	1.3%
Cc1nc2c(cc1C#N)C(=O)c1ccccc1-2	8	6	4.3	2	13	-6	-5	0	3.4%
Cc1ccc(NC(=O)c2cccc(N3CCCS3(=O)=O)c2)cc1C	nt	-4	-0.5	1	-5	10	1	-5	0.6%
Cc1oc(-c2ccccc2Cl)cc1-c1nn2c(-c3ccco3)nnc2s1	-5	-8	0.0	3	-3	12	-5	nt	-0.4%
O=C(NCCN1CCOCC1)c1cccc(S(=O)(=O)NCc2ccccc2)c1	-9	1	0.4	1	-10	1	18	0	0.2%
CCCCc1nnc(NC(=O)CSCc2cc(=O)n3cc(C)sc3n2)s1	3	3	-0.4	1	3	4	0	-1	-0.3%
Fc1ccc(CNc2ncnc3onc(-c4ccc(F)cc4)c23)cc1	nt	0	0.0	2	-5	4	-1	nt	-3.7%
Cc1ccc(S(=O)(=O)N(CC(=O)Nc2cccnc2)c2ccccc2C)cc1	13	nt	-4.1	4	-2	-6	-7	-3	1.6%
CC(Sc1ccc(Cl)cc1)C(=O)Nc1ccccc1C(=O)N1CCOCC1 (configuration not stated)	-19	1	0.0	-1	nt	0	-7	2	0.5%
COc1ccc(N/C=C\C(=O)c2ccc(C)cc2)cc1OC	4	-6	0.4	1	-17	-4	-8	-5	0.4%
CC(C)OCCCn1c(=NC(=O)c2ccncc2)c(C#N)cc2c(=O)n3ccccc3nc21	-2	1	0.0	1	2	3	-8	-4	14%
COc1ccc(S(=O)(=O)N2CCCCCC2)cc1NC(=O)CN1C(=O)NC(C)(c2ccc(C)cc2)C1=O (configuration not stated)	-18	-5	-0.2	4	-5	7	10	-12	0.3%
CCCc1cc(=O)[nH]c(SCC(=O)Nc2c(C)cccc2C)n1	2	-11	0.0	0	9	1	5	-1	0.0%
CCCc1cc(C(=O)N/N=C/c2ccc(C)o2)c2ccccc2n1	3	-8	-0.4	1	-12	-10	-4	-11	5.2%
COc1cc(C(NC=O)C(=O)Nc2c(C)cccc2C)ccc1O (configuration not stated)	17	1	1.2	1	4	2	-4	-2	3.6%
C[C@H]1[C@H](C)CC[C@]2(C(=O)O)CC[C@]3(C)C(=CC[C@@H]4[C@@]5(C)CC[C@H](O)C(C)(C)[C@@H]5CC[C@]43C)[C@H]12	nt	-2	nt	1	27	2	nt	nt	0.0%
CCCN(C(=O)C(=O)Nc1ccc2nc3n(c(=O)c2c1)CCCCC3)c1ccc(OCC)cc1	-6	3&-2	0.2&0.4	7&1	-19&1	4&1	-10&5	2&-11	1.6%&6.2%
COc1cc(NS(=O)(=O)c2ccc(NC(=O)COc3cccc(C)c3)cc2)nc(OC)n1	-6	2	-0.3	-3	7	-8	1	-2	3.1%
Cc1cccc(C(=O)NCCNC(=O)c2cccnc2)c1	-10	-1	-0.9	2	-7	0	-7	3	3.0%
O=C(CNC(=O)c1ccc(Br)o1)Nc1ccc(N2CCCCCC2)cc1	8	-2	-0.4	1	3	3	-13	-24	1.1%
CC(=O)c1sc(NC(=O)CCNC(=O)c2ccco2)nc1-c1ccccc1	-8	-1	0.3	2	-10	1	2	2	-2.6%
O=C(O)c1ccc(-c2ccc(/C=c3/sc4nc5ccccc5n4c3=O)o2)cc1Cl	34*	-5	48*	48*	-20	5	-2	-37	-1.3%
Cc1cc(NC(=O)CSc2nc3ccccc3s2)no1	-3	2	1.0	0	nt	-1	-15	-14	1.5%
Cn1ccnc1SCc1nc2c(cnn2-c2ccccc2)c(=O)[nH]1	10	0	0.0	1	15	1	1	3	-0.4%
CC(=O)Nc1nonc1C(=O)N1CCC(C)CC1	-21	-7	1.3	-3	5	10	7	14	0.0%
CC(C)c1ccc(NC(=O)CN(Cc2ccccc2)S(C)(=O)=O)cc1	nt	-7	nt	42*	-20	1	-5	4	-4.0%
Cc1cccc(OCC(=O)Nc2ccc(S(=O)(=O)N(Cc3ccccc3)c3ccccc3)cc2)c1	nt	-1	1.2	17	7	4	-14	-1	0.4%
O=C(CN1C(=O)C2C3CC(C(Br)C3Br)C2C1=O)Nc1ccc(C(=O)O)cc1 (configuration not stated)	7	3	-0.5	3	-15	-2	15	-2	1.9%
COc1ccccc1OCCC(=O)OCC(=O)Nc1cccc(Br)c1	18	-4	0.4	2	-9	-8	-20	-3	2.3%
CCOC(=O)c1cc(OC(=O)c2cccnc2)n(-c2ccccc2)n1	17	6	0.1	0	-39*	0	-6	nt	1.9%
CCOc1ccc(C(=O)N/N=C/c2ccccc2[N+](=O)[O-])cc1	-9	0	-1.1	1	4	3	-6	-2	-0.6%
Cc1ccc(N2CCN(C(=S)Nc3ccc(Cl)cc3)CC2)cc1	-7	-2	0.9	4	-4	10	-5	-7	-0.3%
N=C1S/C(=C\c2cn[nH]c2-c2ccc(F)cc2)C(=O)N1c1ccccc1F	-32	-4	4.9	0	7	2	18	-13	-0.7%
CC(O)CNCCCOc1cccc(C(F)(F)F)c1 (configuration not stated)	34*	-4	-0.6	5	1	-4	-26	10	2.9%
CC1CCCCN1C(=O)CSc1nnc(-c2ccccc2F)o1 (configuration not stated)	-18	1	0.4	3	-3	12	-10	6	3.9%
O=C(NCc1cccnc1)C(=O)Nc1cc2c3c(c1)CC(=O)N3CCC2	-9	-1	-0.3	1	7	3	-1	-12	1.0%
Clc1ccc(-c2nnc(C3CCCCC3)o2)cc1	-28	-3	0.6	7	8	5	7	3	0.7%
Cc1ccc(CNC(=O)Cn2c(=O)n(-c3ccccc3)c(=O)c3c2c2cc(C)ccc2n3C)cc1	nt	-3	1.1	1	9	1	-4	nt	-0.3%
CCc1ccc(NC(=O)c2sc3nc(C)c(C(=O)Nc4ccc(C)cc4C)c(-c4ccco4)c3c2N)cc1	nt	3	8.5	46*	-5	1	-2	-5	13%
COc1cccc(NC(=O)Cn2c(CCC(=O)O)ccc2-c2ccc(C)cc2)c1	-7	-12	0.9	0	-2	-5	-10	-4	1.6%
Cc1sc2ncnc(NCCc3ccc(S(N)(=O)=O)cc3)c2c1C	9	-4	-0.5	5	-16	-2	21	10	4.6%
CCOC(=O)c1sc(NC(=O)CCc2ccccc2)nc1C	-6	-3	-0.2	6	-2	5	13	0	-0.9%
CCOC(=O)Cc1csc(NC(=O)c2ccc(S(=O)(=O)N(CCOC)CCOC)cc2)n1	0	0	0.4	2	11	1	-1	-4	-2.5%
Cc1cccc(OCc2nnc(SCC(=O)N(C(C)C)C(C)C)n2Cc2ccco2)c1C	-3	-5	1.4	2	6	3	14	-5	3.0%
O=c1[nH]c2ccccc2n1Cc1ccccc1	-38	0	-0.3	1	-19	-5	10	nt	-0.9%
O=C(c1ccccc1)c1cc2ccc(O)cc2oc1=O	15	-6	-0.5	8	10	6	5	19	4.8%

# Other structures follow.
canonical_smiles	D2 antagonist	D1 potentiator	D2 ag	D1 ag	D1 antag	TRHR enhancer	D2 potentiator	RXFP1 antag	RXFP1 agonist
O=C(O)c1ccccc1C(=O)Nc1ccc(-n2nccc2C(F)(F)F)cc1	nt	-3	nt	3	17	1	8	0	1.5%
O=C(CNC(=O)c1ccc(Br)cc1)NCC(=O)OCC(=O)c1ccc(F)cc1	-8	-5	0.0	2	-10	-3	-3	1	0.2%
CCOC(=O)c1ccc(NC(=O)CN2C(=O)NC3(CCCCCC3)C2=O)cc1	0	-6	1.2	0	-2	-2	-3	-7	1.0%
CC1Cc2nc(SCC(=O)OCc3ccccc3)n(C)c(=O)c2S1 (configuration not stated)	-5	-6	-1.3	7	-10	1	35*	4	0.5%
S=C(NN=C1CCCCCC1)Nc1ccc(Cl)cc1	-9	10	-0.1	0	9	1	-1	-5	0.2%
CCOc1ccc(S(=O)(=O)Nc2cccc(C(=O)NCC3CCCO3)c2)cc1 (configuration not stated)	-12	-8	1.0	3	-39*	47*	-5	1	-0.1%
COc1ccc(C(=O)CN2CCN(S(=O)(=O)c3cccc([N+](=O)[O-])c3)CC2)cc1	-4	-5	0.0	7	3	-5	-12	-16	2.1%
N/C(Cc1ccc([N+](=O)[O-])cc1)=N\OC(=O)c1ccc2ccccc2c1	-5	1	0.7	0	1	25	-2	-16	-0.1%
CC(OC(=O)c1ccncc1)C(=O)Nc1ccc([N+](=O)[O-])cc1Cl (configuration not stated)	13	-3	-0.5	5	-13	0	6	3	2.7%
Cc1ccc(-c2nnn(CC(=O)N(CC(=O)NCC3CCCO3)c3ccc(F)c(Cl)c3)n2)o1 (configuration not stated)	-3	0	0.3	0	-24	-6	6	4	2.9%

# These rows are one share of the data; rates above refer to the full screens.
